High-throughput results: PubChem BioAssay, several laboratories
E coli RNAP: E. coli RNAP inhibitors, biochemical; DNA-directed RNA polymerase subunit beta (Escherichia coli (strain K12)), P0A8V2; E. coli RNA polymerase, fluorescence transcription assay; inhibition, %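 (tested at 10 µM)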; 62,000 compounds, 0.2% hits; AID 559, 2006; in the data active means inhibition above about 20%;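 further: 0% = enzyme without compound and 100% = no enzyme blank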
D1 mod: D1 CRE-luciferase signal change, two-sided – cell-based, HEK293 D1, dopamine EC30, D1 allosteric modulator project, primary screen; D(1A) dopamine receptor (Homo sapiens), P21728; dopamine EC30 potentiation; actives deviate in either direction; B-score at 10 µM; 58,000 compounds, 5.9% hits;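 active means luminescence count or its row- and column-corrected plate score outside the 99.7% band of the plate's sample wells, on either side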
Target sequence (P21728 whole entry, looked up): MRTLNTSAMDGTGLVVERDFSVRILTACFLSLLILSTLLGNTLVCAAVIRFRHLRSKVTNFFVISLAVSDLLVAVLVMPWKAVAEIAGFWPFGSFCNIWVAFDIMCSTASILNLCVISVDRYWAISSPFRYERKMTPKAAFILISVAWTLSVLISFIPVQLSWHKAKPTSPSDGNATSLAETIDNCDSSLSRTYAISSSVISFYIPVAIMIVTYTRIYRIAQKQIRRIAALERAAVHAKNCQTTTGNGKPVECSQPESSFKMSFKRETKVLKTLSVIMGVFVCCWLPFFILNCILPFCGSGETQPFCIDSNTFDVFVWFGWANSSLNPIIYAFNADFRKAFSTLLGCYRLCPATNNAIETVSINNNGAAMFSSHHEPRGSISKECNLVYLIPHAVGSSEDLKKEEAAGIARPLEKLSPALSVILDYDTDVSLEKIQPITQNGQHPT
Cdc25B inh: inhibitors of Cdc25B phosphatase catalytic domain, primary screen, biochemical, OMFP fluorescence; recombinant Cdc25B, OMFP fluorescence Ex485/Em525; inhibition, %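 (compounds tested at 10 µM final in the well)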; 65,000 compounds, 0.1% hits; in the data active means inhibition above about 50%
DUSP1 inh: MKP-1 phosphatase inhibitors, primary screen, biochemical, in vitro; recombinant MKP-1, OMFP hydrolysis fluorescence; 65,000 compounds, 0.15% hits; inhibition, %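 (compounds tested at a single concentration somewhere between 10 and 100 µM)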;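 active means inhibition above about 50%, limit read from the data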;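 further: 0% = DMSO max control wells and 100% = wells with enzyme stopped by NaOH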
Target sequence (P28562 whole entry, looked up): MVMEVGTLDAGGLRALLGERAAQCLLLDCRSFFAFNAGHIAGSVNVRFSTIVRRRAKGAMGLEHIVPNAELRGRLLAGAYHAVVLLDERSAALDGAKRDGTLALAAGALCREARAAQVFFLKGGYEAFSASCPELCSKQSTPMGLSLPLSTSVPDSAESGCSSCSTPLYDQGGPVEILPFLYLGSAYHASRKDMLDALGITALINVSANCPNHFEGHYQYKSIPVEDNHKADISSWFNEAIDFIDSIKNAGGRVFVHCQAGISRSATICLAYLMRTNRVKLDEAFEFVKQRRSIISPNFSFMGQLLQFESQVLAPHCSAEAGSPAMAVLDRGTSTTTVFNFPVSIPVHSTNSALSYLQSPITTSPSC
CatB inh: human cathepsin B inhibitors, primary screen, biochemical, fluorogenic substrate; P07858; purified cathepsin B, fluorescence; inhibition, %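 (tested at 10 µM)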; 63,000 compounds, 0.1% hits; AID 453, 2006; in the data active means inhibition above about 21%;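 further: 0% = enzyme with no compound and 100% = no enzyme blank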
tolC growth inh: growth inhibitors of E. coli tolC mutant, primary screen, strain BW25113 ΔtolC::kan, 384-well. OD615. growth inhibition, % at 10 µM (by protocol). 65,000 compounds, 2.2% hits;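 active means growth inhibition at or above a cutoff equal to the mean over every tested compound plus 3 SD, cut at about 60% in these data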;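 further: growth measured after 20 h incubation at 37 °C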
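Material: E. coli BW25113 ΔtolC::kan, tolC deletion mutant strain. Measure: percent growth inhibition. Schedule: 37 °C, 20 h exposure. Doses: single-point testing at 10 µM. Signal: A615 absorbance measurement. Buffer or medium: kanamycin-containing LB broth (50 µg/mL).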
AP complement: alternative complement pathway inhibitors, primary screen, biochemical, ELISA, human serum, orthogonally pooled compounds; LPS-coated ELISA, C3 deposition; tested in compound mixtures; inhibition, % at 5 µM; 62,000 compounds, 0.08% hits;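 active means inhibition above 30% in each of the two pooled mixtures holding the compound, so the lower value exceeds 30%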;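 further: 0% = serum in Mg-EGTA without compound and 100% = EDTA serum blank; some compounds past the cut are filed as inactive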
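Assay system: Human serum alternative complement pathway, C3 deposition on LPS-coated wells | Incubation: 1 h serum-compound exposure at 37 °C | Doses: 5 µM per compound in ten-compound mixtures | Read-out: Percent inhibition | Technique: ELISA with HRP anti-human C3 antibody, TMB substrate, absorbance 450 nm | Replication: Two pool placements per compound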
CatB mixtures: cathepsin B inhibitors from pooled compounds, primary screen, biochemical, compound mixtures, AMC fluorescence; P07858; Purified cathepsin B, AMC dipeptide fluorescence; inhibition, %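 (ten-compound pools at 5 µM per compound and 50 µM total)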; 62,000 compounds, 0.06% hits; in the data active means inhibition above about 22%, passing the limit was not always enough;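 further: 0% = enzyme without compound and 100% = no enzyme blank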
Hsp90 block: tumor Hsp90 inhibitors, primary screen, cell lysate, fluorescence polarization, NCI-N417 lysate | Cy3B-geldanamycin FP displacement | inhibition, % at 30 µM | 64,000 compounds, 0.35% hits | Heat shock protein HSP 90-alpha (Homo sapiens), P07900;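 active means inhibition above 50%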;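 further: 0% = tracer plus lysate wells and 100% = tracer alone without lysate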
* marks the source's active call; other numbers are inactive results; . = no result given.

Codes – A = E coli RNAP; B = D1 mod; C = Cdc25B inh; D = DUSP1 inh; E = CatB inh; F = tolC growth inh; G = AP complement; H = CatB mixtures; I = Hsp90 block
1	O=C(CSc1nnc(CN2CCOCC2)n1-c1ccc(Cl)cc1)Nc1cc(Cl)ccc1O
  A = 5	B = -0.81	C = -18	D = 26	E = 2	F = 28	G = 4	H = 3	I = 3

2	Cc1ccc(C)c(NC(=O)C2CC(Cl)=CCC2C(=O)O)c1 (stereo not drawn)
  A = 0	B = .	C = -12	D = -2	E = 1	F = -16	G = 7	H = -3	I = -4

3	C=CCN1CCN(C(c2ccccc2)c2nnnn2CCC(C)C)CC1 (stereo not drawn)
  A = 4	B = -0.053	C = 3	D = -1	E = 8	F = 9	G = -24	H = 1	I = -2

4	COc1cccc(CNC(=O)C2CCCN(c3nn4c(=O)cc(C)nc4s3)C2)c1 (stereo not drawn)
  A = -1	B = 0.058	C = 12	D = -2	E = -1	F = -22	G = 13	H = -2	I = -4

5	CCOc1cc(C2CC(=O)NC3=C2C(=O)C(C(=O)OC)C(C)C3)cc(Br)c1O (stereo not drawn)
  A = 0	B = 1.5	C = 45	D = 20	E = -2	F = -19	G = 7	H = 1	I = 1

6	O=C(Nc1cccnc1)C1(c2ccccc2)CCCC1
  A = 7	B = -0.51	C = 1	D = 1	E = 2	F = 2	G = 1	H = -1	I = -9

7	CN(C)C(=O)c1ccccc1-c1ccccc1
  A = -7	B = .	C = -13	D = -1	E = -2	F = -5	G = 19	H = -5	I = 1

8	COc1ccccc1N1CCN(Cc2cccc(OC)c2OC)CC1
  A = 3	B = -5.3	C = -2	D = 14	E = -4	F = -26	G = 8	H = 2	I = -7

9	COc1cc2[nH]c(=S)n(CCCN3CCOCC3)c(=O)c2cc1OC
  A = 2	B = -0.38	C = -4	D = -7	E = -5	F = -21	G = 30	H = 2	I = -6

10	CN1CCN(Cc2ccc(OCc3ccccc3)cc2)CC1
  A = 4	B = -1.3	C = -3	D = 8	E = 0	F = -10	G = 7	H = -1	I = -2

11	CCC1SC2=NCCN2C1(O)c1ccc(Cl)cc1 (stereo not drawn)
  A = -1	B = -0.22	C = 1	D = -6	E = -1	F = 6	G = -5	H = -6	I = -3

12	COC(=O)CN1C(=O)C(O)(CC(=O)c2ccc(Cl)cc2)c2ccccc21 (stereo not drawn)
  A = 7	B = -0.37	C = -9	D = -6	E = 5	F = -10	G = 13	H = 4	I = -4

13	c1ccc(Cc2nc(-c3ccccn3)no2)cc1
  A = 9	B = -0.35	C = -4	D = 8	E = 4	F = 4	G = -3	H = 4	I = -2

14	COc1cc(C(=O)N2CCN(C(=O)COc3ccc4ccccc4c3)CC2)cc(OC)c1OC
  A = 0	B = 0.2	C = -20	D = 18	E = 1	F = 1	G = 9	H = -1	I = -1

15	O=C(O)c1ccc(NC(=O)C2C3CCC(C3)C2C(=O)O)cc1 (stereo not drawn)
  A = 0	B = -0.66	C = -4	D = 1	E = -3	F = -9	G = 5	H = -3	I = 2

16	CC(C)(C)C1=Nn2c(nnc2-c2n[nH]c3c2CCC3)SC1
  A = 0	B = 0.81	C = 6	D = 2	E = 2	F = 4	G = 6	H = -1	I = 1

17	O=C1OCc2cc(NC(=O)C3CCCO3)ccc21 (stereo not drawn)
  A = 0	B = -0.66	C = -2	D = -5	E = 5	F = -16	G = 7	H = 7	I = -1

18	O=C(Nc1ccccc1)N(O)c1ccc(Cl)cc1
  A = 4	B = -0.58	C = -1	D = -16	E = 3	F = 35	G = -7	H = -6	I = 3

19	CC1CC(=O)N(CC(=O)Nc2ccc3c(c2)OCO3)c2ccccc2S1 (stereo not drawn)
  A = 0	B = 0.0051	C = -4	D = -7	E = -8	F = -15	G = 9	H = 2	I = -2

20	O=C(Nc1c(C(=O)N2CCCCC2)cnn1-c1ccccc1)c1ccccc1
  A = -5	B = .	C = -10	D = 1	E = 0	F = -4	G = 6	H = 0	I = -3

21	CCOC(=O)c1cccc(NC(=O)CNC(=O)C2CCCCC2)c1
  A = -7	B = -0.38	C = 4	D = 2	E = -2	F = 2	G = -4	H = -3	I = 2

22	CC1(C)CC(=O)C(C=NCc2ccccn2)=C(O)C1
  A = 2	B = 0.021	C = -12	D = 6	E = -2	F = -17	G = 11	H = -1	I = 1

23	COc1ccc(-n2c(C)cc(C(=O)COC(=O)Cn3cnc4ccccc43)c2C)cc1
  A = 10	B = -1.9	C = -8	D = 4	E = 3	F = 63*	G = 9	H = 1	I = -10

24	Cc1[nH]nc2c1C(c1ccccc1F)NC2=O (stereo not drawn)
  A = -4	B = .	C = -14	D = 10	E = 6	F = -10	G = 21	H = 1	I = -2

25	COCc1nnc(NC(=O)c2ccc(S(=O)(=O)N(C)C3CCCCC3)cc2)o1
  A = 8	B = -0.53	C = 1	D = -6	E = 6	F = 95*	G = 1	H = 3	I = 3

26	CCCCOc1ccc(-c2nnn(C(C)(C)C(=O)OC)n2)cc1
  A = 3	B = -1.1	C = -16	D = 3	E = 8	F = 24	G = 5	H = 8	I = 1

27	CSc1nncc(-c2ccc(F)cc2)n1
  A = 2	B = 8.2*	C = -7	D = -13	E = -2	F = 1	G = 6	H = 1	I = 1

28	C=CCNC(=O)C1CC(=O)N(c2ccc(C)cc2)C1 (stereo not drawn)
  A = 7	B = 0.13	C = 11	D = 10	E = -1	F = -12	G = 6	H = -2	I = -2

29	COc1ccc(OC)c(S(=O)(=O)N2CCC(C(=O)N3CCc4ccccc4C3)CC2)c1
  A = 4	B = -1.4	C = -5	D = 4	E = -2	F = 16	G = 4	H = 5	I = -2

30	CCOc1ccccc1C1N(c2ccc(F)cc2)C(=O)C2CCCN21 (stereo not drawn)
  A = 10	B = -0.5	C = 7	D = 4	E = 0	F = -7	G = 8	H = 8	I = -2

A second format for some results above:
23) COc1ccc(-n2c(C)cc(C(=O)COC(=O)Cn3cnc4ccccc43)c2C)cc1
26) CCCCOc1ccc(-c2nnn(C(C)(C)C(=O)OC)n2)cc1

| Assay by compound | 23 | 26 |
| --- | --- | --- |
| E coli RNAP | 10 | 3 |
| D1 mod | -1.9 | -1.1 |
| Cdc25B inh | -8 | -16 |
| DUSP1 inh | 4 | 3 |
| CatB inh | 3 | 8 |
| tolC growth inh | 63* | 24 |
| AP complement | 9 | 5 |
| CatB mixtures | 1 | 8 |
| Hsp90 block | -10 | 1 |

Structures listed so far printed as active in D1 mod:
item | mol | E coli RNAP | D1 mod | Cdc25B inh | DUSP1 inh | CatB inh | AP complement | CatB mixtures
27 | CSc1nncc(-c2ccc(F)cc2)n1 | 2 | 8.2* | -7 | -13 | -2 | 6 | 1

Remaining list, next part:
Codes – A = E coli RNAP; B = D1 mod; C = Cdc25B inh; D = DUSP1 inh; E = CatB inh; F = tolC growth inh; G = AP complement; H = CatB mixtures; I = Hsp90 block
31	CCOC(=O)CCc1c(C)c(C#N)c2[nH]c3ccccc3n2c1=O
  A = -23	B = 0.94	C = 17	D = 30	E = 2	F = 6	G = .	H = .	I = -5

32	N=C1C(c2nc3ccccc3s2)=C(O)CN1CCCO
  A = -4	B = 1.1	C = -9	D = 4	E = 1	F = 10	G = 4	H = 0	I = -2

33	Cc1nnc(SCCn2c(N3CCN(C)CC3)nc3c2c(=O)n(C)c(=O)n3C)s1
  A = 7	B = 0.37	C = -2	D = -2	E = -1	F = -11	G = -5	H = -3	I = -1

34	CC(=O)Nc1nnc(Cc2ccccc2)s1
  A = -1	B = -0.28	C = 7	D = -10	E = 3	F = 1	G = -8	H = -9	I = 0

35	CCOC(=O)c1ccc(S(=O)(=O)Nc2ccccc2-c2nnn(CC)n2)cc1
  A = -1	B = 0.042	C = -18	D = -7	E = 0	F = 23	G = 31	H = 2	I = -2

36	CCCCCNC(=O)CCn1c(=O)oc2ccccc21
  A = -2	B = -1.2	C = -4	D = 10	E = 8	F = -22	G = 10	H = 3	I = -1

37	CCCS(=O)(=O)N1CCC(C(=O)NCc2ccco2)CC1
  A = -4	B = -0.54	C = 9	D = -2	E = 1	F = -21	G = -8	H = -7	I = -1

38	Cc1cccc(-c2nnc3n2N=C(c2ccccc2Br)CS3)c1
  A = 5	B = 8.1*	C = 6	D = 9	E = 0	F = 36	G = -20	H = 1	I = 0

39	CCCC(=O)Nc1nc2ccc(S(=O)(=O)N3CCCCC3)cc2s1
  A = 11	B = 1.3	C = -11	D = 1	E = -3	F = 1	G = 12	H = 5	I = -1

40	CC1CCCCC12NC(=O)N(CC(=O)c1ccc[nH]1)C2=O (stereo not drawn)
  A = 2	B = -1.2	C = 28	D = 31	E = -2	F = -30	G = 0	H = 6	I = -7

41	Cc1ccccc1Cc1c(C)nc2c(C(=O)N3CCN(Cc4ccc5c(c4)OCO5)CC3)cnn2c1C
  A = 7	B = 0.91	C = -13	D = 24	E = 1	F = 47	G = 10	H = 9	I = -4

42	O=C(Cn1cnc2c(oc3ccccc32)c1=O)NCc1ccco1
  A = 2	B = -0.13	C = -9	D = 10	E = -4	F = 10	G = -1	H = -13	I = 0

43	Cc1cc(OCc2nn[nH]n2)c2c(-c3ccccc3)cc(=O)oc2c1
  A = 6	B = -0.01	C = -5	D = -30	E = -1	F = -11	G = 0	H = -5	I = -3

44	O=C(c1cc2c(s1)CCCC2)N1CCN(Cc2ccc3c(c2)OCO3)CC1
  A = 3	B = -0.021	C = -15	D = 29	E = 2	F = 51	G = -1	H = 0	I = 2

45	NC(N)=NS(=O)(=O)c1ccc(N)cc1
  A = 3	B = -0.78	C = -13	D = -10	E = 2	F = -11	G = 12	H = -4	I = -5

46	O=C(CCC1CCCC1)N1CCN(C2CCCC2)CC1
  A = -4	B = -0.65	C = 10	D = -8	E = 1	F = 0	G = 8	H = 6	I = -1

47	CC(C)(C)Sc1nc(O)cc(=O)[nH]1
  A = 1	B = 2.1*	C = 2	D = 25	E = 0	F = -26	G = 34*	H = 2	I = -2

48	COC(=O)c1sc2nc(N3CCCCC3)c3c(c2c1N)CC(C)(C)N(C)C3
  A = -21	B = .	C = 4	D = -14	E = 0	F = -9	G = .	H = .	I = -3

49	O=C(COc1ccc(-c2nnc(N3CCCCC3)c3ccccc23)cc1)N1CCCCC1
  A = .	B = .	C = 4	D = -22	E = 0	F = 19	G = .	H = .	I = -4

50	O=C(CCCOc1ccc(Cl)cc1)N1CCCCC1
  A = 1	B = 0.82	C = -22	D = 11	E = 0	F = 13	G = 5	H = 1	I = .

51	CC1(C)Cc2nc(N)c(=O)sc2C1
  A = 6	B = -0.016	C = -6	D = -6	E = 7	F = 4	G = -4	H = 5	I = 1

52	CCN(CC)c1ccc(CN(C(=O)c2ccco2)C2CCS(=O)(=O)C2)cc1 (stereo not drawn)
  A = 1	B = -0.015	C = 1	D = 10	E = 2	F = 3	G = 4	H = 3	I = -7

53	COc1cc2c(cc1OC)C(C(=O)N1CCCCC1)C(c1ccccc1F)N(C)C2=O (stereo not drawn)
  A = 10	B = -0.046	C = -9	D = 12	E = 4	F = -3	G = 14	H = 5	I = .
